Compound activity from PubChem.
HepG2 tox: qHTS for Inhibitors of TGF-b: Cytotox Counterscreen; 0.76% of 410,000 active; HepG2 CAGA-GFP viability, ATP luminescence, 18 h; Potency, µM (titrated, usually from 46.1 µM), without a hit: top-dose activity change, negative = cytotoxicity, hits mostly cytotoxic; AID 588856, 2011; also: potency is read from the fitted curve at half-maximal effect; some results filed as inactive show a strong effect at the top dose
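HepG2 CAGA-GFP cells (1000/well, DMEM with 1% FBS) received compound, then TGF-beta at 500 pg/mL final, and were incubated 18 hours at 37 degrees C. Viability was read by CellTiter-Glo luminescence. Media-only wells were set as complete cell-killing and DMSO as no toxicity.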
SW480 rerep: A quantitative high throughput screen for small molecules that induce DNA re-replication in SW480 colon adenocarcinoma cells. 1.8% of 340,000 active. SW480 DNA re-replication, Hoechst DNA content imaging, 48 h. Potency, µM (top dose mostly 46.1 µM), for the others: at the top dose re-replication activation, hits mostly activators; also: potency is read from the fitted curve at half-maximal effect; % of control where 0% means no effect; nearly all actives have a fitted effect of over 55% in size
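DNA re-replication was detected as more nuclei of elevated Hoechst intensity after 48 hr exposure to compound (23 nL pinned per well of 250 cells).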
ATXN2 expr inh: Primary qHTS for Inhibitors of ATXN expression. HEK-293 ATXN2-luciferase reporter, luminescence, 24 h. Potency, µM (titrated, usually from 57 µM), for inactives: at the highest dose activity change, negative = inhibition, actives largely listed as inhibitors. 0.72% of 360,000 active. AID 1745845, 2022; also: potency is read from the fitted curve at half-maximal effect; % is scaled to controls: 0 for no effect and ±100 for the full control effect; nearly all actives have a fitted effect of over 55% in size
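qHTS (up to 57 uM final) was run with 24 h compound exposure of reporter cells at 37 °C. Each well was multiplexed: SteadyGlo luminescence measured ATXN2-luciferase expression after a fluorogenic Gly-Phe-AFC viability readout (25 uM final).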
KB-3-1 tox: qHTS assay for MDR1-selective chemotherapeutics: Primary screen using the parental adenocarcinoma cell KB-3-1; AID 1347075, 2019; 1.4% of 400,000 active; KB-3-1 viability, CellTiter-Glo ATP luminescence, 72 h; Potency, µM (top dose mostly 46.1 µM), without a hit: at the top dose activity change, negative = cytotoxic, usual class: cytotoxic; also: potency is read from the fitted curve at half-maximal effect; % is scaled to controls: 0 for no effect and ±100 for the full control effect; nearly all actives have a fitted effect of over 60% in size
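Cytotoxicity in the drug-sensitive parental line KB-3-1 was scored as loss of CellTiter-Glo luminescence following 72 h incubation with compound. Values come from curve fitting of normalized concentration-response data.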
MCF10A rerep: A quantitative high throughput screen for small molecules that induce DNA re-replication in MCF 10a normal breast cells. MCF 10A DNA re-replication, Hoechst nuclear intensity, 48 h. Potency, µM (doses to about 46.1 µM), for inactives: at the highest dose activity, positive = re-replication, usual class: activators. 2.9% of 350,000 active; also: potency is read from the fitted curve at half-maximal effect; % of control where 0% means no effect; nearly all actives have a fitted effect of over 50% in size
HT1080 IDH1KD tx: qHTS for induction of synthetic lethality in tumor cells producing 2HG: qHTS for the HT-1080-IDH1KD cell line; 2% of 360,000 active; HT-1080 IDH1 knockdown viability, ATP luminescence, 48 h; Potency, µM (doses to about 46.1 µM), for inactives: at the top dose activity, negative = toxicity, most hits filed as cytotoxic;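 also: potency is read from the fitted curve at half-maximal effect; 0% = DMSO wells and -100% = cell-free medium wells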
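% activity derives from luminescence (CellTiter-Glo), normalised to DMSO and no-cell wells. HT-1080-IDH1KD cells, 750/well, had 48 h compound exposure at 37 °C.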
IL-1B inflam inh: qHTS for Inhibitors of Inflammasome Signaling: IL-1-beta AlphaLISA Primary Screen. AID 743279, 2014. activity change, % at 57.5 µM. 4.7% of 360,000 active. THP-1 LPS/ATP IL-1B secretion, AlphaLISA, 16 h; hits give low values; in the data active = activity change below about -50%; inconclusive = mostly about -30% to -49%; also: % is scaled to controls: 0 for no effect and ±100 for the full control effect
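THP-1 cells pretreated 1 hr with compounds (up to 57.5 uM final), then stimulated with LPS (250 ng/mL final) plus ATP (1.25 mM final); secreted IL-1B measured by AlphaLISA after 16 hr, decreased signal indicating inhibition.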
S2 tox: Viability Counterscreen for Primary qHTS for Inhibitors of ATXN expression; S2 cells (HEK-293 line with an ATXN2-luciferase reporter) viability, CellTiter-Fluor protease fluorescence, 24 h; Potency, µM (titrated, usually from 56.7 µM), actives largely listed as cytotoxic; 0.49% of 400,000 active; AID 651635, 2014; also: potency is read from the fitted curve at half-maximal effect; nearly all actives have a fitted effect of over 40% in size
HT1080NT lethal: qHTS for induction of synthetic lethality in tumor cells producing 2HG: qHTS for the HT-1080-NT fibrosarcoma cell line | HT-1080-NT fibrosarcoma viability, CellTiter-Glo ATP luminescence, 48 h | Potency, µM (titrated, usually from 46.1 µM), without a hit: at the highest dose activity, negative = less viability, usual class: cytotoxic | 1.6% of 360,000 active | AID 686970, 2013;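 also: NT is the 2HG producing partner of a matched IDH1 knockdown line; potency is read from the fitted curve at half-maximal effect; 0% = DMSO-treated cells and -100% = media-only wells without cells; nearly all actives have a fitted effect of over 55% in size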
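Toxicity toward the 2HG-producing NT line was scored as %Activity, normalised to DMSO and no-cell wells, from CellTiter-Glo luminescence after 48 hours' treatment.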
The depositor's hits bear a star; i = inactive; ? = inconclusive; . = not tested or not shown; [ ] = dose if it differs, or a comment. Unless noted, calls follow the shape of the dose curve; as a rule, active = well fitted curve in the direction sought with a large enough effect; inconclusive = small, poorly fitted or top-dose-only effect, or another doubt; inactive = no such curve, though single readings can be large; an effect the other way counts as inactive or inconclusive.

SMILES | HepG2 tox | SW480 rerep | ATXN2 expr inh | KB-3-1 tox | MCF10A rerep | HT1080 IDH1KD tx | IL-1B inflam inh | S2 tox | HT1080NT lethal
CNCC(C)COc1ccccc1OCc1ccccc1 (stereo unspecified) | 1.9% | 9.6% | -9.8% | -0.6% | -0.4% | -19.6% | -6.9 | i | -11.6%
O=C(NCC1CCCO1)C(c1ccc(F)cc1)N(Cc1ccc2c(c1)OCO2)C(=O)c1ccc(CN2CCOCC2)o1 (stereo unspecified) | 11.3% | 2.8% | -7.3% | 0.5% | -4.8% | 7.4% | 15.2 | ? | 0.2%
Cc1cc(N)n2nc(-c3ccccc3)cc2n1 | -68.7% | 0.2% | 13.7% | ? | ? | ? | -71.8* | i | ?
CC1CC(C)CN(C(=O)c2ccc(NS(=O)(=O)c3ccc4[nH]c(=O)[nH]c4c3)cc2)C1 (stereo unspecified) | -9.0% | -9.0% | 1.6% | -0.2% | 3.1% | 7.5% | -11.0 | i | 5.6%
CC(NC(=O)Nc1ccc2c(c1)OCO2)c1ccncc1 (stereo unspecified) | -4.8% | ? | 8.5% | 9.6% | -7.9% | 18.1% | -4.9 | i | 25.3%
CCOc1ccc(N(CC(=O)NCC(C)C)S(C)(=O)=O)cc1 | 18.0% | 2.3% | 7.8% | 6.7% | 0.1% | 11.0% | 8.7 | i | 18.3%
Cc1ccc(NC(=O)CSc2nnc(NC(=O)c3ccco3)s2)cc1 | 9.8% | -63.9%[inhibitor] | . | 0.0% | ? | -12.2% | -7.6 | i | -2.8%
CCOC(=O)CNC(=S)N(Cc1cccs1)C1CCCC1 | -0.7% | -9.9% | -2.0% | 1.7% | ? | 8.8% | -5.8 | ? | 9.8%
O=C(CSc1nnc2ccc(-c3ccccn3)nn12)N1CCCC1 | -0.3% | -2.0% | -6.3% | -1.1% | 7.7% | 5.4% | 0.0 | i | 1.3%
CC(C)NC(=O)CC1OC(=O)c2ccccc21 (stereo unspecified) | 12.8% | -0.7% | 0.3% | -0.3% | 0.8% | 1.1% | 16.2 | i | 6.7%

Entries of single compounds as entered above.
CC(NC(=O)Nc1ccc2c(c1)OCO2)c1ccncc1 (stereo unspecified) is entered as HepG2 tox = -4.8%; SW480 rerep = ?; ATXN2 expr inh = 8.5%; KB-3-1 tox = 9.6%; MCF10A rerep = -7.9%; HT1080 IDH1KD tx = 18.1%; IL-1B inflam inh = -4.9; S2 tox = i; HT1080NT lethal = 25.3%
CC1CC(C)CN(C(=O)c2ccc(NS(=O)(=O)c3ccc4[nH]c(=O)[nH]c4c3)cc2)C1 (stereo unspecified) is entered as HepG2 tox = -9.0%; SW480 rerep = -9.0%; ATXN2 expr inh = 1.6%; KB-3-1 tox = -0.2%; MCF10A rerep = 3.1%; HT1080 IDH1KD tx = 7.5%; IL-1B inflam inh = -11.0; S2 tox = i; HT1080NT lethal = 5.6%

More entries
SMILES | HepG2 tox | SW480 rerep | ATXN2 expr inh | KB-3-1 tox | MCF10A rerep | HT1080 IDH1KD tx | IL-1B inflam inh | S2 tox | HT1080NT lethal
Cc1ccc(C(=O)NCC(=O)OCC(=O)NCC(F)(F)F)cc1 | -15.5% | 0.7% | -15.8% | -6.4% | -2.6% | 17.1% | -6.5 | i | 14.3%
Cc1ccc(C(NC(=O)C(C)C)c2cc([N+](=O)[O-])c3cccnc3c2O)cc1 (stereo unspecified) | -3.6% | 20.0% | ? | ? | 15.0% | 14.6µM* | 21.4 | i | ?
O=C(CCC(=O)N1CCc2ccccc2C1)NCCc1ccc(Cl)cc1 | 1.4% | 17.9% | -30.5% | 1.7% | 4.2% | -13.1% | ? | i | -1.1%
CCN(CC)S(=O)(=O)c1ccc(NC(=O)c2cnccn2)cc1 | -0.2% | -2.0% | . | 4.6% | -3.0% | -2.0% | -3.0 | i | -11.1%
CCOc1ccccc1/C=C(\C#N)C(=O)NC1CC1 | -12.5% | -9.3% | -25.9% | 10.6% | 1.7% | -3.5% | 0.0 | i | -3.5%
C#CCOCCOCCOCCNc1nc(N2CCN(C(=O)CCCCCCCCCCNC(=O)[C@H]([C@@H](C)CC)n3cc(CCCCN=C(N)N)nn3)CC2)nc(N2CCN(C(=O)CCCCCCCCCCNC(=O)[C@H](CCCCN)n3cc(C)nn3)CC2)n1 | 11.2µM* | ? | 25.1µM* | -22.3% | ? | ? | -111.8* | 20µM* | ?
CC(=O)N1c2ccc(S(=O)(=O)NCCC(=O)Nc3ccc(Br)c(C)c3)cc2CC1C (stereo unspecified) | -30.3% | . | -34.7% | ? | . | . | . | ? | .
Cc1ccc(-n2c(=O)[nH]c3cc(C(=O)NCc4ccccc4)ccc3c2=O)cc1 | 2.0% | . | 22.9% | 13.4% | . | . | . | i | .
Clc1ccc(-c2cc(CSc3cccc(Cl)c3)on2)cc1 | -0.9% | -3.6% | 33.2% | 7.8% | 14.1% | 6.5% | 17.1 | i | 18.2%
CCN(C(C)=O)N(CC)c1nc(Cl)nc(NC(C)C)n1 | -10.3% | -8.9% | -5.5% | -2.0% | ? | -2.5% | -4.8 | i | 0.4%
Cc1ccc(S(=O)(=O)N2CCN(CC3CC4C=CC3C4)CC2)cc1 (stereo unspecified) | 1.0% | -12.9% | -2.5% | 10.7% | -2.4% | 4.2% | 20.9 | i | -1.1%
O=C(NCc1ccccc1)C(c1ccco1)N(C(=O)c1csnn1)c1ccccc1F (stereo unspecified) | 3.3% | -35.5%[inhibitor] | 5.1% | -3.6% | -17.4% | 2.1% | -11.6 | i | 0.7%
CC(C)=CCN1CCN(Cc2cc(CC(C)C)n[nH]2)CC1CCO (stereo unspecified) | -23.5% | -13.9% | -13.2% | -5.5% | -0.5% | -5.3% | -6.4 | i | -8.8%
COc1ccccc1N1CCN(S(=O)(=O)c2ccc3c4c(cccc24)C(=O)N3)CC1 | -28.3% | 7.9% | -16.6% | -13.8% | -10.2% | ? | 16.6 | i | ?
COc1ccc(CNC(=O)Cn2ccc(N)nc2=O)cc1 | -9.5% | -3.7% | 5.9% | 1.7% | 13.9% | 1.0% | 16.8 | i | -14.4%
Cc1ccc(C(=O)N2CCCCCC2)cc1Br | 0.6% | -0.7% | 12.7% | -0.6% | -2.1% | 9.5% | 16.8 | i | 15.2%
O=S(=O)(NC1CCCCC1)c1ccc(Br)s1 | 2.3% | 0.8% | 46.4%[activator] | -4.7% | 21.6% | -15.1% | 12.3 | i | 1.0%
NC(=O)c1cc(N=Nc2c(N)[nH]n(-c3c(Cl)cc(Cl)cc3Cl)c2=O)ccc1Cl | 1.5% | -0.5% | -19.9% | 3.4% | ? | 0.0% | 8.8 | i | -8.2%
Cn1c(=O)c2c(nc(N3CCOCC3)n2CCc2ccccc2)n(C)c1=O | -20.8% | -17.9% | . | 1.1% | 2.3% | -2.2% | 16.7 | i | 0.6%
CC(C)(C)c1cc(C(C)(C)C)cc(S(=O)(=O)CCc2ccccn2)c1 | -20.3% | 3.8% | -18.6% | -18.0% | -1.2% | ? | -0.9 | i | -22.2%
O=C(CSc1nc2ccccc2o1)NCc1ccco1 | 4.5% | -4.2% | 4.2% | 11.8% | -7.9% | 16.6% | 7.1 | ? | 12.2%
COc1ccc(NC(=O)CCC(=O)N2CCC(c3ccccc3)=N2)cc1S(=O)(=O)N1CCCCC1 | -1.0% | -18.3% | 3.0% | 3.5% | -2.1% | -9.2% | 17.1 | i | 3.3%
CCC(=O)NCCN1CCN(C(=O)CC)CC1 | -3.0% | 1.7% | -0.8% | 0.5% | 1.0% | 11.1% | 12.1 | i | 9.9%
CCCOC(=O)c1ccc(Oc2cn[nH]c2-c2ccc(O)cc2O)cc1 | -47.8% | 5.8% | . | ? | ? | -3.6% | 17.9 | i | 18.4µM*
O=C(CNC(=O)c1ccco1)NNC(=O)c1ccc(Br)cc1 | 16.2% | -7.8% | -2.2% | 8.8% | -8.1% | 6.8% | -7.1 | i | 4.9%
CCOc1ccc2cc(C(=O)c3ccccc3)c(=O)oc2c1 | 1.9% | -0.5% | 63.4%[activator] | 0.9% | -1.2% | 6.2% | -1.0 | i | 8.8%
CS(=O)(=O)c1ccc(C(=O)OCC(=O)NC(=O)Cc2ccccc2)cc1 | 4.5% | -716.6%[inhibitor] | 0.0% | 10.8% | -3.0% | 16.3% | 18.3 | i | 10.1%
Cc1ccc(CC(=O)Nc2cccc(C)n2)cc1 | 1.0% | -1.4% | 53.9%[activator] | -6.3% | 20.5% | 0.9% | -12.6 | i | 1.7%[9.24 µM]
O=C(Cn1nnc(-c2ccccc2)n1)NC(=O)NC1CCCC1 | -12.1% | -4.7% | -4.5% | 3.1% | 1.6% | 0.1% | 2.6 | i | 1.0%
Cn1c(=O)oc2cc(S(=O)(=O)NCC3CCCO3)ccc21 (stereo unspecified) | -5.6% | -0.1% | 0.3% | 0.9% | -0.1% | -0.3% | 2.8 | i | -0.8%
O=C(NC(=S)NNC(=O)c1cccs1)c1ccc(Br)o1 | 0.6% | 10.5% | -16.0% | ? | 20.2% | ? | 67.3 | i | ?
CCOC(=O)c1sc(NC(=O)CSc2nc3c(c(=O)n2-c2ccc(C)cc2)SCC3)c(C(=O)OCC)c1C | -19.6% | -7.8% | -9.3% | 1.1% | ? | 8.7% | -11.3 | ? | -6.0%
CCOC(=O)C1(C)C=C(Nc2ccc(OC)cc2)C(=O)N1c1ccccc1 (stereo unspecified) | -27.6% | . | 32.2% | 1.9% | . | . | . | i | .
CCn1cc2nc(SCC(=O)Nc3ccc(OC)c(OC)c3)n(Cc3ccc(Cl)cc3)c(=O)c2n1 | -2.2% | . | 0.4% | 3.1% | . | . | . | i | .
